Screening data: PubChem, The Scripps Research Institute Molecular Screening Center
MITF primary: inhibitors of human MITF; O75030; AID 1259374; actives 0.91% (n = 650,000); AlphaScreen MITF homodimerization, bead proximity signal; inhibition, % at 2.6 µM; in the data active means inhibition above about 50%;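 further: 0% = vehicle wells with protein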
FBW7 activator: activators of human E3 ligase FBW7; Q969H0; AlphaScreen FBW7–phospho-cyclin E peptide binding, activator screen; normalized activity (activation), % at 26.1 µM; actives 0.13% (n = 650,000); in the data active means normalized activity above about 1.9%;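 further: purified mutant Fbw7 with reduced substrate affinity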
Target sequence (Q969H0 whole entry, looked up): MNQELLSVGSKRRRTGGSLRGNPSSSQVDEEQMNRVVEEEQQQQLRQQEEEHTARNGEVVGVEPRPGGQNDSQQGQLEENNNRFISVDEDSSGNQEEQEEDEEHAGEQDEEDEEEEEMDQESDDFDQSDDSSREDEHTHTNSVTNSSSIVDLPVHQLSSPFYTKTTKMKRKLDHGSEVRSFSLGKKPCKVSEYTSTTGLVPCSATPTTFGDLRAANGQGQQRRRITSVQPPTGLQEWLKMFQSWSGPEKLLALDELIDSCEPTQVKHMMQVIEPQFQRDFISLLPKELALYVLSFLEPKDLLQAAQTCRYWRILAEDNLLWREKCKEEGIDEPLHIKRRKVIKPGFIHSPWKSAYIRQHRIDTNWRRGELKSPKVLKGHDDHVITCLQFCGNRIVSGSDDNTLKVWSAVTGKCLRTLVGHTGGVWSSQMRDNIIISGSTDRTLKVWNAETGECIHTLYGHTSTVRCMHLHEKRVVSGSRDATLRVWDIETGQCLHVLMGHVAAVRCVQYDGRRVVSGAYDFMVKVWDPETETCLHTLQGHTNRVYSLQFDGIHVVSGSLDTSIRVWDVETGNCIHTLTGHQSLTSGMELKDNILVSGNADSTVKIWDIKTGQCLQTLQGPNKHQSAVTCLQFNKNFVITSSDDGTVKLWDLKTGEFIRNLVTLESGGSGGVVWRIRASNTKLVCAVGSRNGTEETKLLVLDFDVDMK
TEAD-YAP block: TEAD-YAP interaction inhibition | HEK-TIYL cells, TEAD-Gal4/YAP UAS-luciferase luminescence | inhibition, % at 9.12 µM | actives 1.4% (n = 640,000); in the data active means inhibition above about 32%;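 further: 0% = median of test compound wells and 100% = reference inhibitor wells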
GPR151 ag: human GPR151 activation | PathHunter beta-arrestin GPR151 cells, luminescence | activation, % at 11.2 µM | actives 1% (n = 650,000) | AID 1508602; in the data active means activation above about 4.9%;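 further: 0% = median of compound wells and 100% = cells with positive control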
Target sequence (Q8TDV0 whole entry, looked up): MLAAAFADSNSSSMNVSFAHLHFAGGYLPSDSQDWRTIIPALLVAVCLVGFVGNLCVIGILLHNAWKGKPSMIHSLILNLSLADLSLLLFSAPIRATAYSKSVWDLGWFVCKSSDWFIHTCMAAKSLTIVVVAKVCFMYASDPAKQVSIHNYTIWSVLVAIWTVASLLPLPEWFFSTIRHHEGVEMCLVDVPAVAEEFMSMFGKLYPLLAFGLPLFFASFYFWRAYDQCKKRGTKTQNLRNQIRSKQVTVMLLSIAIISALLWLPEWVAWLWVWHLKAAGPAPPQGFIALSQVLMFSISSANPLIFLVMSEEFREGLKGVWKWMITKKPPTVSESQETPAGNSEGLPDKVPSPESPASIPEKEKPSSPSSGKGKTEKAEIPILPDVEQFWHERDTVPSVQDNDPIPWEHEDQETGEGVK
The depositor's hits bear a star.

Value order: FBW7 activator, MITF primary, TEAD-YAP block, GPR151 ag
CN(Cc1ccccc1)C(=O)c1cc2n(n1)C(C(F)(F)F)CC(c1ccccc1)N2 (stereo not given)
    0.3, 7, 19, 0.4
C=CCSc1nnc2c(n1)[nH]c1ccc(OC)cc12
    0.2, 0, 23, 2.2
O=C(O)CSc1ccc(-c2ccc3c(c2)OCCO3)nn1
    -0.1, -2, -20, -5.4
COc1ccccc1NC(=O)CCNC(=O)Cn1cnc2ccccc2c1=O
    0.1, -11, -8, -0.6
N#Cc1c(-c2ccc(Cl)cc2Cl)[nH]c(=S)[nH]c1=O
    0.2, 7, -5, 1.9
Nc1nnc(CCCn2c(=O)oc3ccccc32)s1
    -0.1, -2, 4, -0.5
COCC1CCCCN1Cc1nc(-c2ccc(OC)c(OC)c2OC)no1 (stereo not given)
    -0.1, -8, -2, 0.6
O=C(CSCC(=O)N1CCc2ccccc2C1)Nc1nc(-c2cccs2)cs1
    -0.1, 8, -2, 1.7
CCOC(=O)C1=C(CSc2ccc(C)cc2)NC(=O)NC1c1ccc(OC)cc1 (stereo not given)
    -0.1, -7, -2, 0.2
COc1cc(/C=C/C(=O)Nc2ccc(Cl)c([N+](=O)[O-])c2)cc(OC)c1OC
    0.6, 14, 2, -1.7
O=C(NCCCN1CCCC1=O)c1ccnc(Nc2ccccc2)c1
    0.2, 1, -24, 2.9
O=C(Nc1nccs1)c1ccc(NC(=O)C(F)(F)F)cc1
    0.2, 4, -48, -3.1
COc1ccc(-c2cnn3ccc(NCc4ccncc4)nc23)cc1OC
    -0.7, 10, 13, -0.6
COc1ccc(C(=O)/C=C/c2ccc(O)cc2)cc1
    -0.2, 2, -14, -1.7
CNCC[C@H](Oc1ccc(C(F)(F)F)cc1)c1ccccc1
    0.0, -19, -7, -0.9

Two of these compounds, reformatted.
SMILES,FBW7 activator,MITF primary,TEAD-YAP block,GPR151 ag
COc1ccccc1NC(=O)CCNC(=O)Cn1cnc2ccccc2c1=O,0.1,-11,-8,-0.6
N#Cc1c(-c2ccc(Cl)cc2Cl)[nH]c(=S)[nH]c1=O,0.2,7,-5,1.9

(cont.)
Value order: FBW7 activator, MITF primary, TEAD-YAP block, GPR151 ag
O=C(NC1CCN(Cc2ccccc2)CC1)c1cnc(N2CCCC2CO)s1 (stereo not given)
    -0.1, 4, 2, 1.3
Cc1ccccc1CNC(=O)c1c(C)nc2ccccn2c1=O
    0.3, -5, -3, -0.4
COC(=O)c1cc(-c2ccc3c(c2)OCO3)nc2nc(SC)[nH]c(=O)c12
    -0.1, 6, -6, 1.3
Cc1ccccc1/C=N/n1c(-c2ccco2)n[nH]c1=S
    0.1, 14, 2, 0.5
CCOC(=O)c1cn(CC)c2cc(Cl)c([N+](=O)[O-])cc2c1=O
    -0.1, 3, 12, -0.4
CCCN(CCC)c1nc(Cl)nc(NC(C)(C)C)n1
    0.1, 4, 4, 1.8
Cc1ccc2c(Cl)c(C(=O)N3CCc4ccccc4C3)sc2c1
    0.0, -17, -35, -1.1
CCC(C)NC(=O)C1CCC(Cn2c(=O)[nH]c3ccccc3c2=O)CC1 (stereo not given)
    -0.1, -4, 0, 2.3
O=C(Nc1cccc(-c2nc3ccccc3o2)c1)c1ccc(-c2ccc(Br)cc2)o1
    0.1, -3, 2, -0.8
CN(C)/C=c1\sc2c(C#N)cc(C(=O)c3ccc([N+](=O)[O-])cc3)n2c1=O
    0.1, 5, 9, -0.3
COC(=O)c1c(NC(=O)COc2ccc(Cl)c(C)c2)sc2c1C(C(=O)OC)CC2 (stereo not given)
    -0.1, -8, 1, 0.2
O=C(c1ccccc1)N1CCN(c2nc(-c3ccc(Cl)cc3)cs2)CC1
    0.2, 17, -16, -0.7
CCC(C)(C)NC(=O)c1ccc(Br)cc1
    -0.1, 12, 8, 0.1
O=C(c1ccc2ccccc2n1)N1C[C@@H]2C[C@H]1C(=O)N2c1ccc2c(c1)OCO2
    1.2, 22, -13, -0.9
CSc1ccc(CNn2c(-c3cccc(C)c3)nc3ccccc3c2=O)cc1
    0.1, -4, -3, 0.5
Clc1ccc2nc(CN3CCCc4ccccc43)cn2c1
    -0.1, 16, -11, 2.1
Cc1cc(C)cc(NC(=O)c2cc(S(=O)(=O)N3CCN(c4ccccc4)CC3)ccc2F)c1
    0.1, 10, 11, -0.7
Cc1ccc(-n2c(/C=C/c3cccc4ccccc34)nc3ccccc3c2=O)c(C)c1
    0.5, 17, -9, -0.9
COc1cccc(C(=O)N2CCN(c3nc4nonc4nc3N3CCCCCC3)CC2)c1
    -0.1, -1, -9, -0.9
CC(C)(C)OC(=O)NNC(=O)c1ccc(C(C)(C)C)cc1
    0.1, 13, -6, -1.1
O=C(C1CCOC1)N1CCC(C(Cc2ccccc2)N(C(=O)c2ccccn2)C2CC2)CC1 (stereo not given)
    0.0, -8, 3, -1.0
COc1ccc(NC(=O)CN(c2cc(Cl)cc(Cl)c2)S(C)(=O)=O)cc1
    -0.1, 3, 5, -0.5
CCOc1cc(-c2nnc(SCc3cc(=O)n4ccccc4n3)nc2-c2ccc(OC)c(OCC)c2)ccc1OC
    0.2, 6, -5, 0.3
N#Cc1ccccc1S(=O)(=O)NCc1ccco1
    0.2, 6, -9, 0.4
Cc1cc(NC(=O)CCC(=O)N(CC(=O)NCC2CCCO2)c2ccc(Cl)cc2)no1 (stereo not given)
    0.0, 7, 3, -0.1
Cc1cc(C)c2c(c1)CC(C)(C)c1nc3cc(Cl)c(C)cc3nc1-2
    0.0, 13, -1, 0.3
CCNc1nc(C)cc(NCCO)n1
    -0.1, -6, 13, 0.8
CCCCN(c1ccccc1C(=O)O)S(=O)(=O)c1ccc2[nH]c(=O)[nH]c2c1
    -0.1, -10, -3, -0.3
Cn1cc(C(=O)N2CCCCCC2)c(=O)c2cc(S(=O)(=O)N3CCOCC3)ccc21
    -0.3, 13, -8, -0.3
O=C(/C=C/c1cccc([N+](=O)[O-])c1)/C=C/c1ccco1
    -0.2, 7, -1, 0.7
Nc1nc(Nc2ccc(N3CCOCC3)cc2)cc(N2CCOCC2)n1
    0.9, 13, -5, -1.6
Cc1ccc(NC(=O)CSc2ncnc3c2oc2ccccc23)cc1
    -0.1, -6, 13, -0.3
Cc1cc(C)n(C)c(=O)c1[N+](=O)[O-]
    -0.1, -2, -1, 0.7
CC(CCc1ccccc1)NC(=O)C1C2C(=O)N(Cc3ccccc3)CC23C=CC1(C)O3 (stereo not given)
    0.1, 16, 2, -0.1
Cc1c(CCC(C)C)c(NCCCN(C)C)n2c(nc3ccccc32)c1C#N
    0.0, 1, -3, 0.5
CC(C)CNC(=O)NC(=O)COC(=O)C1CCN(S(=O)(=O)c2ccccc2F)CC1
    0.1, -10, -6, -1.3
Cc1ccc(Oc2nc3ccccn3c(=O)c2/C=C(\C#N)C(=O)NCc2ccco2)cc1
    -0.1, 2, 3, -2.3
COc1cccc(CC(C2CCN(C(=O)Cn3ccnc3)CC2)N(C)C(=O)CC(C)C)c1 (stereo not given)
    0.3, 10, -1, 0.0
COc1ccccc1CNC(=O)Cc1ccc(Cl)cc1
    0.7, 14, -20, 1.6
COc1cccc(N2CCN(C(=O)CCNS(=O)(=O)c3cccc4nonc34)CC2)c1
    0.1, -5, 5, 0.5
O=C(CCN1C(=O)C2C3C=CC(CC3)C2C1=O)Nc1nccs1 (stereo not given)
    -0.1, 3, 4, 0.7
O=c1oc2ccccc2c(N2CCC(c3ccccc3)C2)c1[N+](=O)[O-] (stereo not given)
    0.0, 12, -1, -1.1
CN1C(=O)C2(NN=C(c3ccccc3)S2)c2cc(Br)ccc21 (stereo not given)
    -0.2, 10, 23, -1.7
Cc1cc(C)nc(SCc2cc(=O)c(OC(=O)Cc3ccc(Cl)cc3)co2)n1
    -0.4, 3, -10, 0.0
COC(=O)C1=C(C)NC(C)=C(C(=O)O)C1c1cc([N+](=O)[O-])ccc1OC(F)F (stereo not given)
    0.0, 2, 2, 0.5

Part of the list above with just MITF primary, FBW7 activator and TEAD-YAP block:
compound,MITF primary,FBW7 activator,TEAD-YAP block
COc1cccc(N2CCN(C(=O)CCNS(=O)(=O)c3cccc4nonc34)CC2)c1,-5,0.1,5
O=C(CCN1C(=O)C2C3C=CC(CC3)C2C1=O)Nc1nccs1 (stereo not given),3,-0.1,4
O=c1oc2ccccc2c(N2CCC(c3ccccc3)C2)c1[N+](=O)[O-] (stereo not given),12,0.0,-1
CN1C(=O)C2(NN=C(c3ccccc3)S2)c2cc(Br)ccc21 (stereo not given),10,-0.2,23
Cc1cc(C)nc(SCc2cc(=O)c(OC(=O)Cc3ccc(Cl)cc3)co2)n1,3,-0.4,-10
COC(=O)C1=C(C)NC(C)=C(C(=O)O)C1c1cc([N+](=O)[O-])ccc1OC(F)F (stereo not given),2,0.0,2

Next part.
Value order: FBW7 activator, MITF primary, TEAD-YAP block, GPR151 ag
Cc1ccc(/C=N/NC(=O)c2ccc(N)cc2)cc1
    1.1, 5, -33, -0.5
O=C(CCc1nnc(-c2ccc(-c3ccccc3)cc2)o1)N1CCCCO1
    0.1, -6, 30, 2.3
CN(C)CCN=Cc1c(O)n(-c2ccccc2Cl)c(=S)[nH]c1=O
    0.0, 4, 6, -0.1
CCOC(=O)c1ccc(N2C(=O)C(=O)/C(=C(/O)c3ccc(OC)cc3)C2c2ccc(Br)cc2)cc1 (stereo not given)
    0.2, 6, 5, -1.9
COc1ccc(NC(=S)Nc2ccc(S(=O)(=O)N3CCCC3)cc2)cc1OC
    -0.1, -1, -6, -0.3
Cc1ccc(S(=O)(=O)N(/C(N)=N/c2nc(C)cc(C)n2)c2ccc(C)c(C)c2)cc1
    0.4, 14, 7, 0.2
COc1cn(CC(=O)NCCc2ccccc2)c(CSc2nc(C)cs2)cc1=O
    0.0, -3, 15, 1.7
CCn1c(SCC(=O)Nc2ccc3c(c2)OCCO3)nnc1-c1cccs1
    0.6, 9, 3, -0.3
COc1ccc(-c2nc(C)cc(NCc3ccccc3)n2)cn1
    -0.2, -5, -39, -0.6
COc1ccc(C(=O)NC(C)C(c2cccs2)N2CCN(c3ccccc3OC)CC2)cc1OC (stereo not given)
    0.6, 11, 7, 1.3
CCN(CC)C(=O)C(=O)c1c(C)[nH]c2ccccc12
    0.4, 22, -4, -1.4
C=C1C2(C(=O)Nc3ccc(OC)cc3OC)CCC(C2)C1(C)C (stereo not given)
    -0.2, -5, -1, 0.9
Cc1onc(-c2ccccc2Cl)c1C(=O)N1CCN(c2ccc(N3CCCCCC3)nn2)CC1
    -0.1, 11, 2, -0.2
Cc1c(C(=O)N(C)C)sc2[nH]c(=O)n(-c3ccc(Cl)cc3)c(=O)c12
    0.2, 13, -3, -1.3
c1nc2nc(N3CCN(Cc4ccc5c(c4)OCO5)CC3)nc(Nc3ccc(N4CCOCC4)cc3)c2[nH]1
    -0.3, 23, -3, -1.3
COc1ccc(C(C)=O)cc1CO/N=C/c1ccccc1Cl
    -0.2, -5, -1, 0.0
CC(C)(C)c1ccc(-c2nc(NCCCN3CCOCC3)c3ccccc3n2)cc1
    -0.2, 5, -6, 0.5
Cc1nnc(SCC(=O)NCc2ccccc2)o1
    -0.1, -8, -1, -1.0
O=C(CSc1nc2ccc(N=Cc3ccc([N+](=O)[O-])cc3)cc2s1)N1CCOCC1
    0.1, 6, -4, 1.3
CC(C)C(c1nnnn1CCc1ccccc1)N1CCSCC1 (stereo not given)
    1.0, 23, -12, -0.3
Cc1ccc(P(=O)(OCCN2CCOCC2)C(C)(C)C)o1 (stereo not given)
    0.1, -11, -3, 0.3
COc1ccc2c(c1)CCC1C2=NN(C(C)=O)C1c1cccc(I)c1 (stereo not given)
    0.3, 17, 4, 2.9
COc1ccc(-c2cc(Nc3ccc(N4CCOCC4)cc3)nc(N)n2)cn1
    0.0, 6, 17, 0.8
COc1ccc(Cn2c(O)c(C=Nc3cc(C)ccn3)c3ccccc3c2=O)cc1
    -0.1, 1, 5, -0.8
CCOC(=O)C1=CN(Cc2ccc(F)cc2)C=C(C(=O)OCC)C1c1ccc(OCc2ccccc2)c(OC)c1
    0.5, -26, 1, 14*
O=C(Nc1ccc(Cl)cc1C(=O)Nc1ccccn1)c1ccco1
    -0.1, 7, 20, -0.5
CC(=O)Nc1ccc(Nc2nc(-c3ccc(N4CCOCC4)nc3)nc3c2ncn3Cc2ccc(C(F)(F)F)cc2)cc1
    0.2, 15, 5, -2.4
CCCCCCC(=O)NCC(=O)OCC(=O)c1ccc(Cl)cc1
    0.1, 4, 10, 0.3
O=[N+]([O-])c1cc(Oc2ccc(Cl)cc2)cc(Oc2ccc3c(c2)oc2ccccc23)c1
    -0.1, 6, 8, -1.6
CC1CC(C)CN(C(=O)c2cc3c(s2)-c2ccccc2S(=O)(=O)C3)C1 (stereo not given)
    1.8, 16, -17, 0.9
CCN(CC)C(=O)COc1cc2oc(=O)c3c(c2cc1Cl)CCC3
    0.1, -3, 3, -0.6
COc1cc(OC)nc(C2CCCCC2C(=O)NC(C)c2ccccc2)n1 (stereo not given)
    -0.1, 5, -9, 2.5
CN(C)S(=O)(=O)NCC1CCCN(Cc2cccc(C(F)(F)F)c2)C1 (stereo not given)
    -0.1, 0, 12, 0.9
CCc1ccc(-c2nc3cc(NC(=O)c4cccc(I)c4)ccc3o2)cc1
    0.0, -4, -17, 2.1
CCOC(=O)C1=C(c2ccccc2)NC(=O)NC1c1cc(Cl)c(O)c(OC)c1 (stereo not given)
    -0.2, 4, 4, 2.3
CCC(=O)N1CCCc2ccc(NC(=O)Nc3ccc(Cl)cc3)cc21
    1.3, 33, -4, 0.9
Nc1cc(-c2ccccc2)nn1S(=O)(=O)c1ccc(F)cc1
    0.0, -11, 9, 2.2
CCOC(=O)CSc1nc2c(sc(=S)n2-c2c(C)cccc2C)c(=O)n1C1CCCCC1
    0.0, -1, -2, -0.5
CCOC(=O)C1(CCCc2ccccc2)CCN(C(=O)c2ccoc2)CC1
    0.0, 12, -14, -2.5
